# TDP43 rescue = rescues yeast growth from TDP-43 toxicity; TDP-43 expressing yeast growth rescue, BacTiter-Glo, 24 h; Potency, µM (highest dose often 46.1 µM), for inactives: at the highest dose growth rescue (activation), most hits filed as activators; 410,000 compounds, 1.8% hits; AID 652104; also: potency is read from the fitted curve at half-maximal effect; % of control where 0% means no effect; nearly all actives have a fitted effect of over 50% in size
#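 Cell-based yeast growth screen: TDP-43 expression induced in galactose, inoculum OD600=0.02 after raffinose pregrowth to mid-log. Read-out BacTiter-Glo luminescence at 24 hr, 30 deg C; inhibition of toxicity seen as signal increase.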
# Abeta rescue = restores growth of yeast expressing A-beta42 peptide. yeast expressing A-beta42, growth rescue, OD600, 48 h; response scale: 0% DMSO, 100% iron-clioquinol control. 410,000 compounds, 0.063% hits. Potency, µM (highest dose often 46.1 µM), for inactives: at the highest dose growth rescue, actives largely listed as activators; also: potency is read from the fitted curve at half-maximal effect; nearly all actives have a fitted effect of over 55% in size
#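 Yeast A-beta toxicity model in growth medium with pinned compounds, 48 h at 30 C; growth read as absorbance at 600 nm. Normalized to FeCl3/clioquinol equimolar mix (positive) and DMSO (negative).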
# GLP1R inv ag = GLP-1 receptor (human) inverse agonism; P43220; HEK293 GLP-1R CRE-luciferase, luminescence, 24 h; GLP-1R form is constitutively active; Potency, µM (doses to about 38.3 µM), for the others: at the top dose activity change, negative = inhibition, most hits filed as inhibitors; 410,000 compounds, 1.6% hits; AID 624417; also: potency is read from the fitted curve at half-maximal effect; % is scaled to controls: 0 for no effect and ±100 for the full control effect; nearly all actives have a fitted effect of over 55% in size
# Target sequence (P43220 whole entry, looked up): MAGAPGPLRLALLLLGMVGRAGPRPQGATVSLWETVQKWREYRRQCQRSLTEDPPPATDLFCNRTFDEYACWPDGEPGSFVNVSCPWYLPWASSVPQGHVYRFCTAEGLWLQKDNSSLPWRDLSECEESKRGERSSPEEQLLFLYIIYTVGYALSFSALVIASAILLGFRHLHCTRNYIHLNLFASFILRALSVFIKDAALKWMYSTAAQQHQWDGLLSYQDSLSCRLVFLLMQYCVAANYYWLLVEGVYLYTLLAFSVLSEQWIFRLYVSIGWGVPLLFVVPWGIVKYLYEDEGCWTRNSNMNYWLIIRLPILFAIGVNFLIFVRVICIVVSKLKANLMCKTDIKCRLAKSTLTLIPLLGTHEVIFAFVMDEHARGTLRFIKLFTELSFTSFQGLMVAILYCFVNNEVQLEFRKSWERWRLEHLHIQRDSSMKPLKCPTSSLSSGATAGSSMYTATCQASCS
#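 HEK293 cells stably co-expressing constitutively active GLP-1R and a cAMP-responsive luciferase reporter were seeded in DMEM with 10% Nu serum, given compounds after 12 h, and incubated 24 h at 37 deg C. Luminescence was then read.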
# GLP1R cytotox = cytotoxicity in counter-screen for GLP-1R inverse agonists. Potency, µM (doses to about 38.3 µM), without a hit: top-dose activity change, negative = inhibition, hits mostly inhibitors. HEK293 cAMP-luciferase reporter cells, luminescence, 24 h. 410,000 compounds, 0.13% hits;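 also: loss of luciferase light is scored as toxicity; potency is read from the fitted curve at half-maximal effect; % is scaled to controls: 0 for no effect and ±100 for the full control effect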
#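 1536-well qHTS counterscreen of the MLSMR; 200 cells/uL, 12 h pre-incubation, 23 nL cpd, 24 h at 37 deg C 5% CO2, luciferase detection reagent, 12 min RT, luminescence. Inhibition = undesired.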
# Akt phos inh = blocks phosphorylation of Akt. AID 651550. Neuro2A IGF-stimulated pAkt S473 HTRF, 20 min; hits give low values. activity change, % for hits at 50 µM. 360,000 compounds, 0.32% hits; in the data active = activity change below about -80%; inconclusive = mostly about -51% to -80%; also: % is scaled to controls: 0 for no effect and ±100 for the full control effect
#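 Neuro2A cells (4,500/well, DMEM with 0.5% FBS) were treated with compound at a single 50 µM final concentration, stimulated with 6 nM IGF for 20 min at 37 °C, and lysed. Phospho-Akt Ser473 was read by HTRF as 665/615 ratio ×10^4.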
# FUS yeast rescue = FUS proteinopathy suppression in yeast | S. cerevisiae FUS-expressing, growth rescue, OD600, 24 h | Potency, µM (top dose mostly 76.6 µM), inactives show top-dose growth rescue (activation), most hits filed as activators | 390,000 compounds, 0.24% hits;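 also: potency is read from the fitted curve at half-maximal effect; plate controls were DMSO vehicle for no effect and reference control for full effect; nearly all actives have a fitted effect of over 55% in size; some results filed as inactive show a strong effect at the top dose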
#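 Absorbance at 600 nm, taken 24hr after compound addition, measured rescue of FUS-yeast growth at 30C. Induction used 2% galactose with seeding at OD 0.005. Controls: CP55940 from 92uM final, DMSO only.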
# PTHR1 agonist = agonists of human PTHR1 parathyroid hormone receptor. Q03431. HEK293 GP2 PTHR1 cells, GloSensor cAMP luminescence, 1 h. Potency, µM (doses to about 115 µM), for the others: top-dose activation, hits mostly activators. 410,000 compounds, 0.075% hits. AID 743266; also: potency is read from the fitted curve at half-maximal effect; nearly all actives have a fitted effect of over 55% in size; some results filed as inactive show a strong effect at the top dose; inactives centre near -15; many of its hits are not listed in these tables
# Target sequence (Q03431 whole entry, looked up): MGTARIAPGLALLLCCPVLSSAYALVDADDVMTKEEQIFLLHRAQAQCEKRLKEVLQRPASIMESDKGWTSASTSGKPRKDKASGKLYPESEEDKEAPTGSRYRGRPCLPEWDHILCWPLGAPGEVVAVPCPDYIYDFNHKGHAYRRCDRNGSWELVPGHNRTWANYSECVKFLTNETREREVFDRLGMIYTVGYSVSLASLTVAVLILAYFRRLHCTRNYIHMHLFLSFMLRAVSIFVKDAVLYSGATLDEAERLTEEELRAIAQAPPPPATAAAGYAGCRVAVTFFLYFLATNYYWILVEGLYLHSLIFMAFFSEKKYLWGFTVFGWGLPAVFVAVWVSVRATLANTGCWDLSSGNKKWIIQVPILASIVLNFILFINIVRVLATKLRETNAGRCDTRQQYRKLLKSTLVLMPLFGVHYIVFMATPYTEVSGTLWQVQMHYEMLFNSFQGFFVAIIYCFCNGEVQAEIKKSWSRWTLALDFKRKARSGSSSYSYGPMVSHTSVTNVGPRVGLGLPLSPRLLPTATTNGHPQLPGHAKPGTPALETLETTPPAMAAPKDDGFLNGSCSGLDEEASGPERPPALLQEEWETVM
#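 HEK-293-derived GP2 cells expressing PTHR1 and a GloSensor cAMP reporter, 3,000/well, plated overnight, given luciferin plus IBMX (each 0.5 mM as added) for 1 h at 37 °C, then compound for 1 h at 37 °C. Luminescence was read after 15 min at room temperature.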
# MmCpn inh = blocks the Methanococcus maripaludis chaperonin Mm-Cpn; purified Mm-Cpn ATPase, ADP Transcreener TR-FRET; Potency, µM (doses to about 76.9 µM), for the others: top-dose activity, negative = inhibition, most hits filed as inhibitors; 330,000 compounds, 0.031% hits; also: potency is read from the fitted curve at half-maximal effect; % is scaled to controls: 0 for no effect and ±100 for the full control effect; nearly all actives have a fitted effect of over 80% in size
#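 Quantitative HTS used 25 nM Mm-CPN and 10 uM ATP in magnesium/KCl Tris buffer, pH 7.4, with 1 mM DTT. Hydrolysis ran 30 min at 37°C; ADP was read by HTRF.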
# aSyn rescue = alpha-synuclein toxicity inhibition in yeast; AID 652106; 370,000 compounds, 0.14% hits; Potency, µM (highest dose often 46.1 µM), inactives show at the top dose growth rescue (activation), actives largely listed as activators; Yeast expressing alpha-synuclein, growth rescue, BacTiter-Glo, 24 h; also: potency is read from the fitted curve at half-maximal effect; % of control where 0% means no effect; nearly all actives have a fitted effect of over 65% in size
#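 Galactose-induced alpha-syn yeast (OD600=0.02, raffinose-pregrown) + pinned cpd, 24 hr, 30 deg C; growth by BacTiter-Glo luminescence. Growth restoration scores as activation.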
# An asterisk follows results filed as active; i = inactive; ? = inconclusive; / = not tested or not shown; & = joins results of further samples; [ ] = remark or other dose. Unless noted, calls follow the shape of the dose curve; as a rule, active = well fitted curve in the direction sought with a large enough effect; inconclusive = small, poorly fitted or top-dose-only effect, or another doubt; inactive = no such curve, though single readings can be large; an effect the other way counts as inactive or inconclusive.
SMILES,TDP43 rescue,Abeta rescue,GLP1R inv ag,GLP1R cytotox,Akt phos inh,FUS yeast rescue,PTHR1 agonist,MmCpn inh,aSyn rescue
Cn1c(=O)c2c(SCC(=O)N3CCOCC3)nc(C3CC3)nc2n(C)c1=O,19%,1%,13%,2%,i,-17%,-29%,-1%,12%
O=[N+]([O-])c1cccc(S(=O)(=O)N2CCC(c3nc(-c4ccncc4)no3)CC2)c1,-13%,-22%,1%,7%,/,5%,i,0%,4%
CCOc1ccc(C(=O)N(CN2CCCC2=O)c2cccc(Cl)c2)cc1,10%,-23%,-4%,0%,i,5%,-1%,1%,8%
CCc1ccc(C(=O)c2cn(CC(=O)Nc3ccc(OC)cc3)c3cc4c(cc3c2=O)OCO4)cc1,7%,-9%,-11%,-6%,/,-23%,i,/,/
CN1CCN(c2ncnc3c2ncn3[C@H]2CN(Cc3ccco3)C[C@@H](CO)O2)CC1,0%,15%,-11%,1%,i,-19%,-24%,/,-4%
CC1CCN(C(=O)c2ccc(CSc3nc4ccncc4n3Cc3ccc(F)cc3)cc2)CC1,-5%,-4%,?,-2%,i,11%,-37%[inhibitor],1%,0%
CC(=O)n1nc(-c2ccco2)nc1N,2%,5%,7%,-2%,i,-1%,i,-3%,2%
COc1cccc(CNC(=O)CSc2nnc3c(n2)[nH]c2ccccc23)c1,0%,-8%,7%,-2%,i,12%,-42%[inhibitor],-8%,-5%
O=S(=O)(c1ccc(Br)cc1)c1nc(-c2ccco2)oc1SCc1ccccc1Cl,-17%,0%,?,24%,/,30%,-37%[inhibitor],/,/
COc1ccc(CCNC(=O)NCCc2c[nH]c3ccccc23)cc1OC,3%,5%,0%,-6%,i,13%,-18%,0%,-1%
COc1ccc(-n2nc([N+](=O)[O-])c(=NCc3ccco3)n2O)cc1,7%,3%,28%,-1%,i,-7%,-18%,-2%,-4%
CCOC(=O)c1c(S(=O)(=O)N2CCCC(C(=O)Nc3ccccn3)C2)c(C)n(C)c1C (stereo unspecified),21%,-5%,1%,-13%,/,1%,-1%,/,/
CN1CCN(C(=O)c2cc(Cl)ccc2Cl)CC1,0%,-5%,5%,-3%,i,-23%,-38%[inhibitor][57.5 µM],1%,1%
NC(c1csc(Nc2ccc(C(=O)c3ccccc3)cc2)n1)c1ccccc1Cl (stereo unspecified),21%,-13%,?,-4%,i,22%,-77%[inhibitor],/,-17%
C=CCOC(=O)C1=C[C@H](c2csc3ccccc23)[C@@H](CCCO)[C@H](OCC)O1,?,7%,?,11%,i,39%,-32%[inhibitor],/,1%
CCc1ccc(C2=NN(CCC(=O)NCC3CCCO3)C(=O)CC2)cc1 (stereo unspecified),19%,5%,-3%,2%,i,8%,-2%,1%,-8%
O=C(Cc1csc(N2CCOCC2)n1)N/N=C/c1ccc(Cl)cc1Cl,0%,9%,0%,-8%,i,8%,-46%[inhibitor],0%,5%
CCC(C)[C@H]1CN=C(N)N1CCc1cccc(F)c1 (stereo partly specified),19%,1%,12%,7%,i,-10%,-18%,/,3%
COc1ccc(CNC(=O)CC2C(=O)NCCN2CC(C)(C)C)c(OC)c1 (stereo unspecified),-19%,-22%,21%,1%,i,-8%,?,?,-1%
COc1cccc(CNc2nc3cc(-c4ccccc4)sc3c(=O)n2C)c1OC,?,-14%,?,33%[activator],i,-10%,-21%,/,-1%
CCN(CC(=O)Nc1c(F)cccc1F)C(=O)CCN1C(=O)c2cccc([N+](=O)[O-])c2C1=O,17%,1%,6%,7%,i,-8%,i,0%,-1%
COc1ccc(Nc2nc(-c3sc(C)nc3C)cs2)cc1,20µM*,-52%[inhibitor],?,12%,i,28%,-37%[inhibitor],0%,-16%
COc1ccc(C(=O)Nc2nc(CC(=O)NCc3c(F)cccc3F)cs2)cc1,10%,2%,?,-11%,i,-23%,i,/,-7%
COc1ccc(CC(=O)Nc2ccncc2Cl)cc1,25%,3%,8%,30%,i,17%,-36%,0%,-5%
O=c1c2ccccc2n(Cc2ccc(Cl)cc2)c(=O)n1Cc1ccco1,16%,-7%,?,-7%,i,7%,-9%[57.5 µM],-2%,1%

# Going on with the list:
SMILES,TDP43 rescue,Abeta rescue,GLP1R inv ag,GLP1R cytotox,Akt phos inh,FUS yeast rescue,PTHR1 agonist,MmCpn inh,aSyn rescue
Cc1ccc(-n2c(Cn3c(C)nc4ccccc43)n[nH]c2=S)cc1,-1%,-31%,-5%,-9%,i,-6%,-24%,1%,0%
CCN(CC)CCC(c1cc(OC)c(OC)c(OC)c1)c1c(O)cc(OC)cc1OC (stereo unspecified),6%,-5%,0%,8%,i,7%,i,0%,0%
CCc1ccc(OCC(=O)Nc2ncc3c(n2)CC(C)(C)CC3=O)cc1,-20%,10%,0%,1%,i,-1%,?,1%,-6%
COc1nc(-c2ccccc2)cc(-c2ccc(OC)c(OC)c2)n1,?,-5%,0%,-3%,i,?,0%,-4%,15%
COC(=O)NCc1c(C)nn(-c2ccccc2)c1-n1cccc1,?,-7%,8%,-1%,/,0%,i,/,/
CCOCC(=O)N1CCc2ccccc21,-18%,-16%,3%,-3%,i,7%,-2%,-1%,-4%
Cc1ccc(C(=O)CCS(=O)(=O)c2ccc(Br)cc2)cc1,-6%,-17%,6%,-1%,i,-10%,i,-1%,5%
CCN1CCN(C(=O)c2ccc3c(c2)N(Cc2ccccc2)C(=O)c2ccccc2S3(=O)=O)CC1,-7%&19%,-20%&-14%,9%&13%,5%&3%,i,-18%&-8%,?,1%,-3%
CCOc1cc(/C=C(\CC(=O)O)c2nc3ccccc3s2)ccc1OC,?,-25%,80%[activator],1%,i,11%,i,2%,-9%
CCCn1c(SCC(=O)N2N=C3/C(=C/c4ccc(OC)cc4)CCCC3C2c2ccc(OC)cc2)n[nH]c1=O (stereo unspecified),19%,5%,?,-28%,i,/,i,0%,6%
Cc1cc(C)c(NC(=O)Cn2c(=O)n(-c3cccc(C(F)(F)F)c3)c(=O)c3c(C)c(C)sc32)c(C)c1,0%,-5%,-2%,0%,/,-18%,-14%,/,/
Cc1cccc(OCCSCc2nc3ccccc3[nH]2)c1,6%,13%,?,7%,i,-3%,-15%[57.5 µM],0%,0%
CCOC(=O)C1CCN(C(=O)Cn2nc(C)n3c(cc4cc(F)ccc43)c2=O)CC1,?,-3%&0%,18%&4%,0%&0%,i,-3%&-11%,-29%,-1%,7%
Fc1ccccc1-c1cc2cc3c(cc2cn1)OCO3,?,-15%,14%,8%,i,6%,-52%[inhibitor],-4%,5%
Cc1ccc(NC(=O)CCCn2c(=S)[nH]c3ccsc3c2=O)cc1C,-6%,9%,29%,-9%,i,10%,i,-3%,0%
O=C(Nc1nc2n(n1)C(c1ccc(Cl)cc1)CC(c1ccc(Cl)cc1)N2)c1ccco1 (stereo unspecified),11%,17%,?,-18%,/,?,i,-4%,6%
Cn1c2ccccc2c2c(C(=O)N3CCN(c4ccccn4)CC3)cn(C3CCCC3)c(=O)c21,4%,17%,?,-20%,i,22%,i,0%,2%
Cc1nn(C)c(C)c1C(C)NC(=O)c1cc(COc2ccc(F)c(F)c2)on1 (stereo unspecified),12%,-6%,?,-5%,i,4%,-24%,-2%,1%
Clc1cnc(N/N=C/c2ccncc2)c(Cl)c1,-9%,-4%,-20%,-13%,i,6%,-7%,-2%,3%
O=C(CSc1ccc(-c2ccco2)nn1)NCc1ccc(F)cc1,-3%,-14%,25%,-2%,i,/,-22%,-7%,-8%
O=C(CC1NCCNC1=O)OCCCc1ccccc1 (stereo unspecified),22%,5%,11%,-18%,i,-33%,-9%,0%,2%
NS(=O)(=O)c1ccc(CCNC(=O)c2ccc(Cl)c(S(=O)(=O)NCc3ccco3)c2)cc1,-6%,13%,3%,2%,i,14%,i,-3%,-1%

# 3 entries from above, with two lines to a compound.
# Value order: TDP43 rescue	Abeta rescue	GLP1R inv ag	GLP1R cytotox	Akt phos inh	FUS yeast rescue	PTHR1 agonist	MmCpn inh	aSyn rescue
O=C(Cc1csc(N2CCOCC2)n1)N/N=C/c1ccc(Cl)cc1Cl
 : 0%	9%	0%	-8%	i	8%	-46%[inhibitor]	0%	5%
CCC(C)[C@H]1CN=C(N)N1CCc1cccc(F)c1 (stereo partly specified)
 : 19%	1%	12%	7%	i	-10%	-18%	/	3%
COc1ccc(CNC(=O)CC2C(=O)NCCN2CC(C)(C)C)c(OC)c1 (stereo unspecified)
 : -19%	-22%	21%	1%	i	-8%	?	?	-1%

# Full records from above:
# Record of Cc1ccc(-n2c(Cn3c(C)nc4ccccc43)n[nH]c2=S)cc1 → TDP43 rescue = -1%; Abeta rescue = -31%; GLP1R inv ag = -5%; GLP1R cytotox = -9%; Akt phos inh = i; FUS yeast rescue = -6%; PTHR1 agonist = -24%; MmCpn inh = 1%; aSyn rescue = 0%
# Record of CCCn1c(SCC(=O)N2N=C3/C(=C/c4ccc(OC)cc4)CCCC3C2c2ccc(OC)cc2)n[nH]c1=O (stereo unspecified) → TDP43 rescue = 19%; Abeta rescue = 5%; GLP1R inv ag = ?; GLP1R cytotox = -28%; Akt phos inh = i; FUS yeast rescue = /; PTHR1 agonist = i; MmCpn inh = 0%; aSyn rescue = 6%

# A portion of the library, so the mix of outcomes need not match the whole.
